From PubChem BioAssay
Xi reactivation: activators of inactive X chromosome reactivation, primary screen, imaging, XiGFP fibroblasts, GFP high-content imaging, set 2 | XiGFP mouse fibroblasts, % GFP-positive cells imaging, 3 d; cells co-treated with 5-aza-dC sensitizer; scaled so ellipticine positive control = 100% | activation, % at 7.58 µM | hit rate 0.055% among 360,000 | AID 743238, 2013;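 active = mean normalized replicate activation at least 10% and every replicate at or above 10%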;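 note: 0% = median of on-plate neutral control wells and 100% = ellipticine 6 µM median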
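Material: XiGFP fibroblasts, SV40-immortalized; Buffer or medium: DMEM containing 5-aza-dC; Compound dosing: single point; Times: 3 days compound exposure.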
esBAF inh: Bmi1 luciferase reporter increase in mESCs, primary screen, esBAF inhibitor project, mouse ES cells, Bmi1 luciferase knock-in, single point | hit rate 2% among 350,000 | 24 h; 100% = twice the neutral-well signal | reporter increase, % at 12.5 µM; in the data active = activation above about 40%;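 note: 0% = median of the plate's neutral control wells and 100% = double that signal; a rise in the Bmi1 reporter signal indicates esBAF inhibition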
F508del corr: F508del CFTR correction, initial screen, CFBE line, single point | CFBE cells, YFP halide quenching; stimulated with forskolin plus potentiator P3; % fluorescence drop versus neutral controls | activity (quench increase), % at 7.58 µM | hit rate 0.36% among 350,000 | AID 720511, 2013;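 active = mean added fluorescence quench of at least 8% versus neutral control, with both replicates also reaching 8%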;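 note: cells transiently co-express mutant CFTR-F508del with the halide-sensitive YFP; corrector assay measuring rescue of mutant channel to the surface after 24 h compound exposure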
GSIS activator: GLuc luminescence reporter in INS-1E cells, primary screen for activators of glucose-dependent secretion of insulin; INS-1E GLuc reporter insulin secretion, 2-3 h; activation, % at 16.6 µM; hit rate 0.61% among 370,000; AID 743287, 2014;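 active = lowest replicate activation of at least 40%, so every replicate reaches that level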;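 note: 0% = median of neutral control wells and 100% = median of IBMX positive control wells; some compounds called inactive have numbers as strong as hits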
ERAP1 HTS inh: human ERAP1 aminopeptidase inhibitors, primary screen, biochemical, single point, plate reader | hit rate 0.15% among 340,000 | inhibition, % at 10.7 µM | Endoplasmic reticulum aminopeptidase 1 (Homo sapiens), Q9NZ08 | recombinant ERAP1, Leu-AMC fluorescence, 60 min;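 active = mean replicate inhibition of at least 30%, or all replicates individually reaching that 30% level; inactive = mean below 30% and not every replicate reaching it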;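 note: 0% = neutral control wells and 100% = L-leucinethiol positive control wells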
Target sequence (Q9NZ08 whole entry, looked up): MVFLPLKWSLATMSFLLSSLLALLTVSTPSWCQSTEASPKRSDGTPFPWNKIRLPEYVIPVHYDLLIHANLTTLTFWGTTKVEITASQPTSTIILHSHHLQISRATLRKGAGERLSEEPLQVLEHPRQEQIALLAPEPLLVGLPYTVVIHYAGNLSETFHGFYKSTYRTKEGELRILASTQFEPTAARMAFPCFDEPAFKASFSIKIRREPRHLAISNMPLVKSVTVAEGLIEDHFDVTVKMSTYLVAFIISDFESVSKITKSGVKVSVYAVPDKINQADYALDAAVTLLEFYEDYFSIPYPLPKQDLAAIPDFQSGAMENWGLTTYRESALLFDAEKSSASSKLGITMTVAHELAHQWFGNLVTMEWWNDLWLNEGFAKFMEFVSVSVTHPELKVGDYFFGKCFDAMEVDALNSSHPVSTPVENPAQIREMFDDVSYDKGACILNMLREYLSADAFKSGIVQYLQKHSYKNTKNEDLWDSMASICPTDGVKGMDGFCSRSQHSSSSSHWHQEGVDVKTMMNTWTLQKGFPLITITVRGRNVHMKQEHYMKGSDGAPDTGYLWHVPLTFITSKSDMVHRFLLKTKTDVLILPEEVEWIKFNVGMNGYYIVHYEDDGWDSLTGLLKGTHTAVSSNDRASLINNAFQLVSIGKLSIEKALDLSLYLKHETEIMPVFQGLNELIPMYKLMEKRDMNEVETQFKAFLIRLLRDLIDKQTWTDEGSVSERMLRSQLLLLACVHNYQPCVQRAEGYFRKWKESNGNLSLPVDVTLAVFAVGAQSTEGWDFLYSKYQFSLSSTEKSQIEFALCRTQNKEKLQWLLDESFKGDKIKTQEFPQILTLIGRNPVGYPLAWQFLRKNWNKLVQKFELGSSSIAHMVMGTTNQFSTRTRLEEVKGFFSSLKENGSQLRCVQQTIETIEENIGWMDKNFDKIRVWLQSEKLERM
ARNT TACC3 PPI: disruptors of ARNT/TACC3 protein interaction, primary screen, biochemical, AlphaScreen, single concentration; Transforming acidic coiled-coil-containing protein 3 (Homo sapiens), Q9Y6A5; AlphaScreen His-ARNT PAS-B/GST-TACC3 binding, luminescence; TACC3 fragment carries E629A point mutation; inhibition, % at 9.99 µM; hit rate 0.66% among 390,000; AID 623870, 2012;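 active = mean inhibition of replicates at least 50% and at least half of replicates each reaching 50%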;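 note: 0% = complete ARNT plus TACC3 wells and 100% = ARNT alone without TACC3; many hits fall short of the cut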
RAD52 inh: RAD52 DNA annealing inhibitors, primary screen, biochemical, FRET, single point, set 2; hit rate 0.46% among 360,000; recombinant RAD52 DNA annealing, FRET fluorescence; inhibition, % at 18.7 µM; AID 651710, 2012; DNA repair protein RAD52 homolog (Homo sapiens), P43351;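 active = every replicate showing at least 50% inhibition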
RAD54 branch: inhibitors of human RAD54 branch migration, primary screen, biochemical, fluorescence, single point | hit rate 0.14% among 360,000 | inhibition, % at 10.4 µM | RAD54 Holliday junction branch migration, FAM/BHQ fluorescence | AID 602329, 2012;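 active = mean normalized replicate activity at least 40 and at least half of replicates scoring 40 or more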;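 note: 0% = median of neutral control wells and 100% = median of positive control wells; inhibitors cause a drop in the FAM fluorescence signal; in these data hits start at about 50%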
Active calls of the source: *; · = not tested or not shown.

[1] COc1ccc(C(C(=O)NCc2ccccc2)N(C(=O)c2snc(C(N)=O)c2N)C2CCCC2)cc1 (centres undefined)
[2] O=C1NC2(CCSC2)C(=O)N1CC(=O)N(Cc1ccccc1)C1CCS(=O)(=O)C1 (centres undefined)
[3] NS(=O)(=O)c1ccc(CCNS(=O)(=O)Cc2ccc(Cl)cc2)cc1
[4] COCCN(C(=O)c1ccccc1Oc1ccccc1)c1c(N)n(CC(C)C)c(=O)[nH]c1=O
[5] COc1c(F)c(F)c(C(=O)Nc2ccccc2N2CCN(C(C)=O)CC2)c(F)c1F
[6] C[C@@H]1COC(=O)[C@H](Cc2ccc(F)cc2)C/C=C\C[C@@H](CC(=O)N[C@H](CO)Cc2ccccc2)C(=O)N1
Compound	1	2	3	4	5	6
Xi reactivation	-0.1	0.3	0.0	0.0	·	-0.3
esBAF inh	0	9	-2	2	8	7
F508del corr	-3.1	1.5	1.5	0.9	·	-2.4
GSIS activator	6	20	-2	1	-2	·
ERAP1 HTS inh	4	·	-1	1	·	-3
ARNT TACC3 PPI	8	3	-9	-1	27	-2
RAD52 inh	-3	-21	-5	-13	·	-7
RAD54 branch	-13	-6	3	11	-3	4

Overlap with the part before: four compounds, followed by the next part.
[3] NS(=O)(=O)c1ccc(CCNS(=O)(=O)Cc2ccc(Cl)cc2)cc1
[4] COCCN(C(=O)c1ccccc1Oc1ccccc1)c1c(N)n(CC(C)C)c(=O)[nH]c1=O
[5] COc1c(F)c(F)c(C(=O)Nc2ccccc2N2CCN(C(C)=O)CC2)c(F)c1F
[6] C[C@@H]1COC(=O)[C@H](Cc2ccc(F)cc2)C/C=C\C[C@@H](CC(=O)N[C@H](CO)Cc2ccccc2)C(=O)N1
[7] COc1ccc(-c2ccccc2[C@@H]2[C@@H](C#N)N(C(=O)C3CCC3)[C@H]2CO)cc1
[8] CCOc1ccccc1C(=O)NC(C(=O)N(C)c1c(N)n(Cc2ccccc2)c(=O)[nH]c1=O)C(C)C (centres undefined)
[9] COc1ccc(Cl)cc1N1C(=O)C2CCCN2C1c1ccccc1F (centres undefined)
[10] O=C(Nc1nnc(SCc2ccc(F)cc2)s1)C1CC(=O)N(Cc2ccccc2)C1 (centres undefined)
[11] Cc1nc2cc(NC(=O)c3ccc(N4C(=O)CCC4=O)cc3)ccc2s1
[12] CS(=O)(=O)N(CC(=O)NCCC1=CCCCC1)c1ccc2c(c1)OCO2
Compound	3	4	5	6	7	8	9	10	11	12
Xi reactivation	0.0	0.0	·	-0.3	0.0	-0.1	0.0	-0.2	-0.3	·
esBAF inh	-2	2	8	7	·	-6	1	11	·	-5
F508del corr	1.5	0.9	·	-2.4	1.0	0.3	2.9	·	-0.1	·
GSIS activator	-2	1	-2	·	-3	6	0	-21	-3	-1
ERAP1 HTS inh	-1	1	·	-3	0	-3	-1	·	-3	·
ARNT TACC3 PPI	-9	-1	27	-2	·	·	-9	-9	2	-7
RAD52 inh	-5	-13	·	-7	-2	-20	-4	·	-6	·
RAD54 branch	3	11	-3	4	·	-2	1	-3	·	-17

[13] O=C(O)CCN1C(=O)c2ccc(NC(=O)c3cccs3)cc2C1=O
[14] COc1cccc(CNC(=O)C[C@@H]2C=C[C@H](NC(=O)C3CCC3)[C@@H](CO)O2)c1
[15] Cc1ncc(CN2CCCC(CCC(=O)NCc3ccc(F)c(F)c3)C2)s1 (centres undefined)
[16] CC(Sc1nc(-c2ccco2)nc2c1c(=O)n(C)c(=O)n2C)C(=O)O (centres undefined)
[17] C[C@H](CO)N1C[C@H](C)[C@@H](CN(C)CC2CCCCC2)Oc2ccc(NC(=O)NC3CCCCC3)cc2CC1=O
[18] CO[C@H]1CN(C)C(=O)c2ccc(NC(C)=O)cc2OC[C@H](C)N(Cc2nccs2)C[C@@H]1C
Compound	13	14	15	16	17	18
Xi reactivation	·	0.8	0.0	0.1	-1.3	0.0
esBAF inh	-7	5	·	·	0	·
F508del corr	·	1.8	-0.5	-0.2	-1.2	5.2
GSIS activator	9	5	8	14	-19	-9
ERAP1 HTS inh	-3	·	5	3	0	1
ARNT TACC3 PPI	6	·	1	8	0	·
RAD52 inh	-7	1	-8	-1	30	-15
RAD54 branch	-5	·	·	-6	5	·

[19] CCCN(CC(=O)Nc1ccccc1OC)C(=O)Cn1[nH]c(=O)c2ccccc2c1=O
[20] COc1ccc(NC2=C3CC(C)CC=C3N(c3ccc(OC)cc3)C2=O)cc1 (centres undefined)
[21] CC(=O)Nc1nc(-c2ccc3c(c2)CCN3C(=O)C2CC2)c(C)s1
[22] CCc1ccc(C(=O)NNC(=O)CN2C(=O)NC3(CCCC3)C2=O)cc1
[23] O=C1[C@@H]2CSCCS(=O)(=O)N2C(=O)N1C1CCCCC1
[24] Cc1ccc(S(=O)(=O)N(C)c2c(C)ccc(S(N)(=O)=O)c2C)cc1
Compound	19	20	21	22	23	24
Xi reactivation	0.2	0.1	0.2	0.0	0.0	0.0
esBAF inh	2	1	8	2	·	·
F508del corr	-2.0	-2.8	6.6	-2.3	1.3	4.3
GSIS activator	11	-2	36	15	7	7
ERAP1 HTS inh	1	-4	-1	-3	-1	5
ARNT TACC3 PPI	-6	8	7	-8	·	0
RAD52 inh	5	-5	-23	-5	-48	-7
RAD54 branch	-17	-8	-1	-7	·	·

[25] Cc1ccc(S(=O)(=O)N2CCC3(CC2)OCCN3S(=O)(=O)c2cccs2)cc1
[26] Cc1noc(C)c1C(=O)NC(C)C12CC3CC(CC(C3)C1)C2 (centres undefined)
[27] O=C(COC(=O)c1ccccn1)Nc1ccc2c(c1)OCCO2
[28] C/C(=C\c1ccco1)C1C(C#N)=C(N)Oc2n[nH]c(-c3ccc(C)cc3)c21 (centres undefined)
[29] CCN(CC)CCOC(=O)c1ccc(N=CC2=C(O)CC(C)(C)CC2=O)cc1
[30] COc1cc(C(=O)N2CCCN(C)CC2)cc(OC)c1C
Compound	25	26	27	28	29	30
Xi reactivation	0.1	0.4	0.0	·	2.3	0.1
esBAF inh	·	·	0	-9	·	-4
F508del corr	4.8	0.4	4.6	-3.9	2.1	0.3
GSIS activator	16	-4	3	-13	23	6
ERAP1 HTS inh	-1	0	0	-5	3	-1
ARNT TACC3 PPI	1	-7	14	-4	1	14
RAD52 inh	-3	-5	-8	-29	71*	-8
RAD54 branch	1	·	4	4	·	3

[31] CC1(c2nnc(-c3ccncc3)o2)CC(c2c(Cl)cccc2Cl)=NO1 (centres undefined)
[32] COc1cccc(-c2cnc(C(O)c3c(C)cccc3C)[nH]2)c1 (centres undefined)
[33] CCCC(=O)Nc1ccc2c(c1)C(=O)N(C)[C@H]1CC[C@@H](CC(=O)OC)O[C@@H]1CO2
[34] COc1ccc(N(CC(=O)N/N=C/c2cccs2)S(=O)(=O)c2ccccc2)cc1
[35] O=C(CNC(=O)c1ccncc1)N/N=C/c1ccc(O)cc1O
[36] CC(=O)N1c2ccc(S(=O)(=O)N3CCC(C(=O)N4CCC(C)CC4)CC3)cc2CC1C (centres undefined)
Compound	31	32	33	34	35	36
Xi reactivation	0.1	-0.2	0.2	0.0	-0.1	0.2
esBAF inh	3	-8	2	·	-3	-4
F508del corr	1.3	-1.0	-0.3	0.2	-0.4	1.9
GSIS activator	3	·	1	1	32	2
ERAP1 HTS inh	1	-1	·	-2	·	1
ARNT TACC3 PPI	1	·	-10	·	14	3
RAD52 inh	-10	-9	·	-20	-26	-8
RAD54 branch	-2	-1	1	·	-9	·

[37] CCOC(=O)C1=CCN(S(=O)(=O)c2ccccc2F)C1c1ccccc1 (centres undefined)
[38] CCCC/C(O)=C1\C(=O)CC(C)(C)CC1=Nc1ccccc1OC
[39] Cc1ccccc1-c1ccc2c(c1)O[C@H](CN(C)C(=O)Nc1ccc(C(F)(F)F)cc1)[C@@H](C)CN([C@H](C)CO)S2(=O)=O
[40] O=C(CNC(=O)C1COc2ccccc2O1)N/N=C\c1ccc(Br)cc1 (centres undefined)
[41] COc1cc2c(c(OC)c1OC)C1(CCCCC1)CC2NC(=O)c1ccncc1 (centres undefined)
[42] CCOc1ccccc1-n1c(C)cc(C=O)c1C
Compound	37	38	39	40	41	42
Xi reactivation	0.0	·	0.1	0.0	0.3	0.0
esBAF inh	4	3	6	0	·	-5
F508del corr	0.8	-1.1	-4.6	3.5	-4.3	-0.4
GSIS activator	-14	-18	-5	-17	·	5
ERAP1 HTS inh	-3	3	-1	3	4	-2
ARNT TACC3 PPI	·	-2	1	2	·	-4
RAD52 inh	0	-7	1	-10	-15	1
RAD54 branch	4	-2	-5	2	·	-9

[43] Cc1ccc(S(=O)(=O)Nc2ccc3c(c2)C(=O)N([C@H](C)CO)C[C@H](C)[C@H](CN(C)Cc2ccc(C(F)(F)F)cc2)OCCCC[C@@H](C)O3)cc1
[44] COC(=O)c1ccc(NC(=O)CN2C(=O)c3ccccc3S2(=O)=O)cc1
[45] O=C(CNC(=O)c1ccc2ccccc2c1)NCc1ccc(F)cc1
[46] CCCNC(=O)C[C@@H]1CC[C@@H]2[C@@H](COc3ccc(NC(=O)COC)cc3C(=O)N2C)O1
[47] CCOCCCNS(=O)(=O)c1ccc(NC(=O)CN2C(=O)c3ccccc3C2=O)cc1
[48] CCOC(=O)C(NC(=O)CC)C(O)c1cccc([N+](=O)[O-])c1 (centres undefined)
Compound	43	44	45	46	47	48
Xi reactivation	0.0	0.0	0.7	0.4	0.0	·
esBAF inh	0	-8	-1	-2	0	0
F508del corr	3.9	-1.2	-3.9	-0.1	0.4	1.5
GSIS activator	8	2	20	8	-2	11
ERAP1 HTS inh	2	-4	1	·	-2	-1
ARNT TACC3 PPI	5	·	-15	-1	·	0
RAD52 inh	-2	-16	2	·	-6	-9
RAD54 branch	5	0	-5	-4	3	12

[49] O=C(C[C@@H]1CC[C@@H]2[C@H](COC[C@@H](O)CN2C(=O)c2ccccc2)O1)Nc1ccccc1
[50] CN(C)c1ccc(C2C3CCCc4ccccc4C3=NN2C)cc1 (centres undefined)
[51] Cc1ccccc1N1CCN(S(=O)(=O)CC23CCC(CC2=O)C3(C)C)CC1 (centres undefined)
[52] CCCNc1ccc(S(=O)(=O)N(CC)CC)cn1
[53] O=c1c(Cc2c(F)cccc2Cl)c(O)ccn1C1CCCCCC1
[54] Cc1ccc(NC(=O)CCS(=O)(=O)c2cccc3nonc23)cc1
Compound	49	50	51	52	53	54
Xi reactivation	0.4	0.1	0.1	0.3	0.8	0.4
esBAF inh	0	47*	-1	4	·	·
F508del corr	0.4	·	-2.6	·	-2.9	-0.6
GSIS activator	-2	0	-11	-2	19	-5
ERAP1 HTS inh	·	6	-1	·	1	5
ARNT TACC3 PPI	-11	1	-7	-6	-10	0
RAD52 inh	·	-9	0	·	-7	-18
RAD54 branch	-22	·	-6	-4	·	·

[55] CCC(CO)Oc1cc(NCc2cccc(OC)c2)c2ncn(C(C)C)c2c1 (centres undefined)
[56] COc1ccccc1NC(=O)COC(=O)CN1C(=O)C(=O)c2ccccc21
[57] O=C(NC1CCCC1)C(c1cccs1)N(C(=O)c1csnn1)c1ccccc1F (centres undefined)
[58] CCc1nc(C)ccc1OCC(=O)N1CCc2c([nH]c3ccccc23)C1c1ccccn1 (centres undefined)
Compound	55	56	57	58
Xi reactivation	-0.7	0.0	0.1	0.1
esBAF inh	2	-8	3	2
F508del corr	-0.2	0.1	-1.1	-2.0
GSIS activator	-15	-9	3	5
ERAP1 HTS inh	-3	-6	-5	-5
ARNT TACC3 PPI	-17	26	7	5
RAD52 inh	-22	-6	-12	11
RAD54 branch	5	-2	20	·
